EPAC2 agonist = activates human EPAC2 exchange factor | AID 720711 | 360,000 tested, 0.079% active | Q8WZA2 | Potency, µM (doses to about 154 µM), for inactives: top-dose activation, usual class: activators | EPAC2 activation, biochemical qHTS; response scale: 100% = 6.5 mM cAMP response; further: nearly all actives have a fitted effect of over 50% in size
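Nucleotide exchange monitored as fluorescence drop when BODIPY-GDP leaves Rap1B. Reaction: 100 nM EPAC2, 250 nM RAP1B-BODIPY-GDP, 50 uM GDP, room temperature, kinetic read over 30 min. Activity expressed relative to 6.5 mM cAMP.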
EPAC1 antag = EPAC1 (human) antagonism. O95398. EPAC1 GEF assay, Rap1b-BODIPY-GDP exchange fluorescence. Potency, µM (top dose mostly 115 µM), for inactives: top-dose activity change, negative = inhibition, usual class: inhibitors. 360,000 tested, 0.14% active. AID 720709;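 further: plate controls were vehicle for no effect and positive control for full effect; nearly all actives have a fitted effect of over 50% in size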
PTHR1 ag = activates the human parathyroid hormone receptor PTHR1; 410,000 tested, 0.075% active; HEK293 GP2 PTHR1 cells, GloSensor cAMP luminescence, 1 h; Q03431; Potency, µM (top dose mostly 115 µM), inactives show at the highest dose activation, actives largely listed as activators; AID 743266; further: nearly all actives have a fitted effect of over 55% in size; some results filed as inactive show a strong effect at the top dose; inactives centre near -15; many of its hits are not listed in these tables
Target sequence (Q03431 whole entry, looked up): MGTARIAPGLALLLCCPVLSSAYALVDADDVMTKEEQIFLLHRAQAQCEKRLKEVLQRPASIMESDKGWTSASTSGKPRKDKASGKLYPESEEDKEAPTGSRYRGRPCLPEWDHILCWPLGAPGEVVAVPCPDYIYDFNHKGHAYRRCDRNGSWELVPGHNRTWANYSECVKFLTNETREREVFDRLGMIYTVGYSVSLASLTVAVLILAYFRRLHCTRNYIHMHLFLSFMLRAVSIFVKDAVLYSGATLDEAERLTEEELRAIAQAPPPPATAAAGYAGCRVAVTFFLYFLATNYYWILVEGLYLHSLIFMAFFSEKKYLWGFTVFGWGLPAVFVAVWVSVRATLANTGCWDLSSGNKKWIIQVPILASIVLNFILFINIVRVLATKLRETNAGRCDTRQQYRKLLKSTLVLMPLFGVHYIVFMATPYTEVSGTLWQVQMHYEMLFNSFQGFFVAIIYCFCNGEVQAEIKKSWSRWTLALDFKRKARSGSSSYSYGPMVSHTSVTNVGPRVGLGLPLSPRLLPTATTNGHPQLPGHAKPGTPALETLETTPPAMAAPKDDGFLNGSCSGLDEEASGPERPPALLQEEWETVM
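HEK-293-derived GP2 cells expressing PTHR1 and a GloSensor cAMP reporter, 3,000/well, plated overnight, given luciferin plus IBMX (each 0.5 mM as added) for 1 h at 37 °C, then compound for 1 h at 37 °C. Luminescence was read after 15 min at room temperature.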
aSyn yeast inh = inhibitors of alpha-synuclein toxicity in yeast; Potency, µM (top dose mostly 46.1 µM), inactives show top-dose growth rescue (activation), most hits filed as activators; 370,000 tested, 0.14% active; Yeast expressing alpha-synuclein, growth rescue, BacTiter-Glo, 24 h; further: % of control where 0% means no effect; nearly all actives have a fitted effect of over 65% in size
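Screening used galactose-induced yeast with toxic alpha-synuclein levels, exposed to compound for 24 hr at 30 deg C. Cell growth, read with BacTiter-Glo luminescence, gave the measured signal.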
EPAC2 antagonist = antagonists of human EPAC2; EPAC2 GEF exchange of Rap1B-BODIPY-GDP, fluorescence; Q8WZA2; AID 720708; 360,000 tested, 0.18% active; Potency, µM (doses to about 114 µM), inactives show at the highest dose activity, negative = inhibition, actives largely listed as inhibitors; further: on the % scale 0 is the no-effect control and ±100 the full control effect; nearly all actives have a fitted effect of over 45% in size; many of its hits are not listed in these tables
EPAC1 ag = agonists of human EPAC1 | 360,000 tested, 0.073% active | O95398 | Potency, µM (doses to about 154 µM), inactives show top-dose activation, hits mostly activators | EPAC1 agonist qHTS, biochemical assay; response scale: 100% = response to 6.5 mM cAMP; further: nearly all actives have a fitted effect of over 60% in size
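Nucleotide exchange by EPAC1 (100 nM) on Rap1B–BODIPY-GDP (250 nM) in the presence of 50 uM GDP is tracked fluorescently at 480/540 nm over 30 min. Signals are normalized to a 6.5 mM cAMP control.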
TDP43 rescue = TDP-43 toxicity inhibition in yeast | 410,000 tested, 1.8% active | TDP-43 expressing yeast growth rescue, BacTiter-Glo, 24 h | Potency, µM (doses to about 46.1 µM), without a hit: top-dose growth rescue (activation), actives largely listed as activators; further: % of control where 0% means no effect; nearly all actives have a fitted effect of over 50% in size
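Yeast cells expressing TDP-43 under galactose induction are exposed to compounds for 24 hr at 30 deg C. BacTiter-Glo luminescence measures growth, so protective compounds score as activators.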
FUS yeast rescue = FUS proteinopathy suppression in yeast; Potency, µM (top dose mostly 76.6 µM), inactives show at the highest dose growth rescue (activation), actives largely listed as activators; 390,000 tested, 0.24% active; S. cerevisiae FUS-expressing, growth rescue, OD600, 24 h;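 further: plate controls were DMSO vehicle for no effect and reference control for full effect; nearly all actives have a fitted effect of over 55% in size; some results filed as inactive show a strong effect at the top dose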
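FUS-expressing yeast, raffinose-pregrown, induced in 2% galactose minimal medium at OD 0.005; compounds in a dilution series, 24hr at 30C. Growth restoration read as absorbance at 600 nm. CP55940 positive control, DMSO negative.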
An asterisk follows results filed as active; i = inactive; ? = inconclusive; nt = not tested or not shown; [ ] = remark or other dose. The call rests on the fitted dose curve; in most records, active means well fitted curve in the direction sought with a large enough effect; inconclusive means small, poorly fitted or top-dose-only effect, or another doubt; inactive means no such curve, though single readings can be large; an effect the other way counts as inactive or inconclusive. Potency means the concentration at half of the fitted maximal effect. This is a subset; the hit share may differ from the screen's.

Value order: EPAC1 antag | PTHR1 ag | TDP43 rescue | EPAC1 ag | FUS yeast rescue | EPAC2 antagonist | aSyn yeast inh | EPAC2 agonist
(1) Cc1ccc(C)c(S(=O)(=O)N2CCN(CC(=O)NC(=O)NCc3ccco3)CC2)c1
    ? | i | 3% | 1% | -3% | -12% | 4% | 11%
(2) CCCC(C(=O)n1nc(C)cc1C)C(NS(=O)(=O)c1ccc(C)cc1)c1ccccc1 (centres undefined)
    -22% | -19% | -13% | 14% | 4% | -18% | -4% | 10%
(3) N#CCNC(=O)c1nn2c(C(F)(F)F)cc(-c3ccccc3)nc2c1Br
    -4% | i | -4% | -5% | 0% | 1% | -2% | 8%
(4) CCOc1ccc(/C=C\C(C)=N\O)cc1
    10% | -11%[57.5 µM] | ? | 8% | -16% | 1% | -14% | 10%
(5) O=C(NNS(=O)(=O)c1ccccc1)c1sccc1-n1cccc1
    -3% | -3%[57.5 µM] | 8% | -9% | 25% | 1% | -15% | 1%
(6) COC(=O)Cn1cnc2c(cnn2-c2ccccc2)c1=O
    -7% | -6% | 11% | 2% | -32% | -3% | ? | 5%
(7) CCC(C)c1c(NS(=O)(=O)c2ccc(C)cc2)o[nH]c1=O (centres undefined)
    -12% | i | -6% | 8% | -2% | -16% | 2% | 2%
(8) Cc1ccccc1S(=O)(=O)NC(=O)C1(C)CCN1C(=O)C(C)(C)c1ccccc1 (centres undefined)
    4% | -22% | ? | -9% | 21% | 7% | 2% | 1%
(9) C=CCn1c(SCC(=O)Nc2ccc(F)cc2F)nc2c([nH]c3ccccc32)c1=O
    -11% | -5% | 16% | -19% | 12% | 1% | 0% | -4%
(10) CC(C)(C)c1ccc2c(c1)OC(C(=O)N/N=C\c1ccc[nH]1)CO2 (centres undefined)
    ? | -63%[inhibitor] | 22% | -3% | 42% | -20% | -1% | 2%
(11) CC(C)c1ccc(NC(=O)C2=CC=CN3CCS(=O)(=O)N=C23)cc1
    -8% | -19% | 12% | 1% | 21% | -7% | -1% | -2%
(12) CCc1ccc(NC(=S)N2CCNC(=O)C2CC(=O)OC)cc1 (centres undefined)
    11% | -5% | -10%[9.22 µM] | 1% | -3% | -2% | -1% | 2%
(13) COc1ccc(/C(C)=N/Nc2ccccc2Cl)c(O)c1
    -4% | -25% | -6% | -1% | -8% | -3% | -19% | 5%
(14) O=C(NCc1ccc(F)cc1)c1ccc(CS(=O)(=O)Cc2ccc(F)cc2)o1
    1% | -24%[57.5 µM] | 2% | -5% | 9% | 13% | 1% | -3%
(15) Cc1cc(-c2ccccc2)nc(SCC(=O)c2cccc([N+](=O)[O-])c2)n1
    13% | -3%[57.5 µM] | ? | 6% | 22% | 4% | 6% | 1%
(16) Cc1cc(S(=O)(=O)N2CCCOC2CNC(=O)C(=O)NCc2cccs2)ccc1F (centres undefined)
    3% | -33% | 20% | -8% | 1% | 1% | 2% | 3%
(17) O=C(CCN1CCN(c2ccccc2)CC1)N/N=C/c1ccc([N+](=O)[O-])o1
    -6% | -10% | ? | 5% | 20% | 4% | 6% | 2%
(18) CCCCCCCCN1C(=O)[C@H](CC(=O)N2CCCC2)C[C@@]2(C(=O)OC)CC(C)(C)CC=C12
    -16% | -42%[inhibitor] | 12% | -22% | ? | ? | -54%[inhibitor] | -14%
(19) CC(C)(C)n1nc2c(c1NC(=O)c1cccc(C(F)(F)F)c1)CS(=O)C2 (centres undefined)
    -6% | -21% | 23% | -11% | 11% | 5% | -8% | 5%
(20) CN(c1ccccc1)S(=O)(=O)c1ccc(C(=O)NCc2ccc(F)cc2)cc1
    2% | -16% | 28% | 9% | 26% | ? | 25% | 2%
(21) O=C(Cc1ccc(Cl)cc1)Nc1ncccn1
    -1% | i | 20% | -7% | 9% | 8% | -4% | 6%
(22) O=C(NC1CCN(Cc2ccccc2)CC1)c1ccc2c(c1)[nH]c(=O)n2Cc1ccc(F)cc1
    -8% | -35%[inhibitor] | -16%[9.22 µM] | 0% | 7% | -21% | 1% | 0%
(23) CN1CCN(C(=O)c2ccc(N(Cc3ccccc3Cl)S(C)(=O)=O)cc2)CC1
    8% | i | 15% | 2% | 3% | 13% | -7% | 4%
(24) CC(C)OC(=O)C1C2C=CC3(CN(C(C)c4ccc(Br)cc4)C(=O)C13)O2 (centres undefined)
    -5% | i | 18% | -1% | 24% | 9% | -1% | -2%
(25) COc1ccc(Cl)cc1NC(=O)CN(C)C(=O)C1CC1
    10% | -26% | -5% | 7% | nt | -2% | 0% | -1%
(26) Oc1ccc(Cl)cc1CNC1CCCCC1
    0% | i | -26% | 5% | -14% | -3% | -4% | 7%
(27) COc1ccc(-n2c(=O)c3ccc(C(=O)NCc4ccc(C)cc4)cc3n(CC(=O)Nc3ccc(F)cc3)c2=O)cc1
    nt | -25% | 14% | nt | -4% | nt | 1% | nt
(28) Cc1ccccc1N(CC(=O)Nc1ccccc1C(=O)NCc1ccco1)S(=O)(=O)c1ccccc1
    -15% | i | 8% | 11% | ? | -5% | 0% | 10%
(29) C#CCOCCOCCOCCNc1nc(N2CCN(C(=O)Cn3cc(CCCN=C(N)N)nn3)CC2)nc(N2CCN(C(=O)[C@H](C)n3cc(CCCN=C(N)N)nn3)CC2)n1
    7% | i | -1% | 14% | 4% | 0% | 0% | 3%
(30) CCC1CCc2c(sc(NC(=O)c3ccoc3C)c2C(N)=O)C1 (centres undefined)
    ? | -3% | ? | 0% | 19% | -1% | -6% | -5%

Next section, overlapping the part above by two compounds.
Value order: EPAC1 antag | PTHR1 ag | TDP43 rescue | EPAC1 ag | FUS yeast rescue | EPAC2 antagonist | aSyn yeast inh | EPAC2 agonist
(29) C#CCOCCOCCOCCNc1nc(N2CCN(C(=O)Cn3cc(CCCN=C(N)N)nn3)CC2)nc(N2CCN(C(=O)[C@H](C)n3cc(CCCN=C(N)N)nn3)CC2)n1
    7% | i | -1% | 14% | 4% | 0% | 0% | 3%
(30) CCC1CCc2c(sc(NC(=O)c3ccoc3C)c2C(N)=O)C1 (centres undefined)
    ? | -3% | ? | 0% | 19% | -1% | -6% | -5%
(31) COc1cccc(CNC(=O)C2CCN(S(=O)(=O)c3cccc4cccnc34)CC2)c1
    -17% | -1% | 10% | 11% | 5% | 3% | -10% | 12%
(32) CCC(=O)c1ccc(OCC(O)CN2CCN(c3cccc(C(F)(F)F)c3)CC2)cc1 (centres undefined)
    -26% | -17% | 0% | 5% | -4% | -17% | 5% | 9%
(33) CC(=O)Nc1ccc(C(=O)OCC(=O)N2CCN(C(=O)c3ccco3)CC2)cc1
    -15% | -10% | 17% | 13% | -11% | 0% | 4% | 4%
(34) C/C(=N\NC(=O)c1cccc(S(=O)(=O)N2CCOCC2)c1)c1ccc(C)cc1
    5% | i | 7% | 5% | -3% | 0% | 0% | 3%
(35) CCCCCCCCNC(=O)c1cccnc1SCC(=O)Nc1ccc(OC)cc1OC
    -21% | i | 6% | 4% | 20% | -1% | 0% | -7%
(36) Cc1cc(CNC(=O)C2CCC(=O)N(CCc3cccc(F)c3)C2)on1 (centres undefined)
    18% | i | 11% | -9% | -5% | 0% | -1% | -2%
(37) O=C(N/N=C/c1cccs1)c1cc(-c2ccc3ccccc3c2)n[nH]1
    -22% | -29% | ? | -2% | -14% | -8% | 5% | -4%
(38) O=C(NCCNC(=O)c1ccccn1)c1ccc(F)cc1
    7% | i | 0% | 2% | 8% | 10% | 19% | -2%
(39) O=C1c2cc(O)cc(O)c2C(=O)c2c1cc(O)c([C@@H](CO)CCO)c2O
    -6% | i | -11% | -14% | -3% | -19% | -9% | 8%
(40) CC(NC(=O)Cn1ccsc1=N)C12CC3CC(CC(C3)C1)C2 (centres undefined)
    7% | i | -17% | 0% | 25% | 9% | -13% | 7%
(41) CC1(OC(=O)C2CCCC2)C(=O)C=C2C=C(c3ccsc3)N(Cc3ccc4c(c3)OCO4)C=C2C1=O (centres undefined)
    -6% | -15% | -13% | -1% | ? | -16% | -16% | 10%
(42) COC(=O)c1ccc(CSc2n[nH]c(=S)s2)o1
    9% | 0% | -14% | 8% | -3% | 14% | -10% | 12%
(43) C/C=C(/C)C(=O)O[C@@H]1[C@H](OC(=O)C=C(C)C)c2c(ccc3ccc(=O)oc23)OC1(C)C
    3% | -53%[inhibitor] | 0% | -5% | 4% | 0% | 1% | -2%
(44) c1coc(-c2ccc3nncn3c2)c1
    ? | i | ? | 27% | 20% | 6% | -5% | 15%
(45) O=C(COc1ccccc1N1C(=O)c2ccccc2C1=O)c1ccc(Cl)cc1
    -24% | -9%[57.5 µM] | 5% | 19% | 1% | -7% | 2% | 21%
(46) COc1ccc(NC(=S)NC(NC(=O)c2cccc(C)c2)C(Cl)(Cl)Cl)c([N+](=O)[O-])c1 (centres undefined)
    0% | -15%[57.5 µM] | -3% | 0% | 0% | -3% | -1% | 2%
(47) COc1cccc(C(=O)N2CCN(CCCc3ccccc3)CC2)c1OC
    6% | 8%[57.5 µM] | -12% | -1% | -4% | 4% | 2% | 4%
(48) Cc1ccc(C)c(N2CCN(S(=O)(=O)c3ccc4[nH]c(=O)c(=O)[nH]c4c3)CC2)c1
    -2% | i | 2% | 13% | 25% | -6% | 1% | -3%
(49) Cc1ccc(S(=O)(=O)N2[C@@H](c3ccc(C(C)(C)C)cc3)C(C(=O)O)=CC[C@H]2c2cccs2)cc1
    -16% | -13% | -13% | -4% | ? | 32µM* | -50%[inhibitor] | -9%
(50) Cc1ccc(OCC(=O)Nc2cccc(S(=O)(=O)NC3=NCCCCC3)c2)cc1C
    0% | -55%[inhibitor] | 10% | 3% | nt | -5% | 1% | 8%
(51) CCOc1ccc(-c2nc(C#N)c(NCC(C)C)o2)cc1
    -3% | -94%[inhibitor] | ? | 2% | 0% | -11% | nt | -8%
(52) COc1ccc(C2CC(c3ccncc3)=NN2c2ccc(S(N)(=O)=O)cc2)cc1 (centres undefined)
    -11% | -2% | 4% | 2% | -2% | ? | -4% | 14%
(53) CCCSCCCNC(=O)Cn1cc2c(n1)CCCCC2
    -19% | -30%[inhibitor] | 10% | 3% | -6% | 8% | 11% | 9%
(54) COC(=O)C1C(O)C(C)C(O)C(C)(O)/C=C\C=C(/C)C(=O)Nc2c(C)c(OC(C)=O)c3c(c2O)C(=O)C(C)=C2OCOC(=C23)/C(C)=C/C(C)(O)C(O)C(C)C1O (centres undefined)
    -20% | -19% | -10% | -2% | ? | -4% | -3% | 5%
(55) CCN(C(=O)CC(C)C)c1nnc(Cn2nnc3ccccc32)s1
    -4% | -2% | ? | 4% | 7% | -5% | 6% | 4%
(56) Cc1occc1C(=O)Nc1cccc(/C=C/C(=O)O)c1
    5% | i | -7% | -4% | 27% | 7% | 6% | -4%
